High-throughput results from PubChem BioAssay.
S1P1 ag pot: agonists and agonism potentiators of human S1P1 receptor; P21453; S1P1 CRE-bla cells, forskolin, beta-lactamase FRET, potentiator mode; S1P1 agonist co-added at EC20, 2 nM; 100% = saturating reference agonist, 0% = basal; activation, % at 9.5 µM; 56,000 compounds, 0.57% hits;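 active = activation above a cutoff set at the mean activation of all tested compounds plus 3 SD, cut at about 54% in these data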;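 also: forskolin at 4 µM as EC80 and the EC20 agonist is SEW2871; 100% = SEW2871 at its EC100 plus forskolin at EC80; some compounds past the cut are filed as inactive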
5HT1E antag: antagonists of human 5-HT1E serotonin receptor; 65,000 compounds, 0.99% hits; P28566; AID 571; CHO 5-HT1E Ga15 NFAT-bla reporter, FRET, antagonist; inhibition, % at 6 µM;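 active = inhibition above a set limit, the mean inhibition across every tested compound plus 3 SD, cut at about 29% in these data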;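 also: signal is the 460 over 535 nm emission ratio of beta-lactamase substrate; 0% = agonist plus DMSO wells and 100% = wells without agonist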
tolC growth inh: E. coli tolC mutant growth inhibition | E. coli BW25113 tolC mutant growth, OD615 | growth inhibition, % at 10 µM (by protocol) | 65,000 compounds, 2.2% hits | AID 573;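 active = growth inhibition at or above a cutoff equal to the mean over every tested compound plus 3 SD, cut at about 60% in these data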;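 also: growth measured after 20 h incubation at 37 °C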
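Doses: one dose of 10 µM final / Material: E. coli BW25113 ΔtolC::kan, tolC deletion mutant strain / Buffer or medium: LB with kanamycin 50 µg/mL / Evaluation: percent growth inhibition / Detection: optical density read at 615 nm / Incubation: 37 °C, 20 h exposure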
S1P3 ag: activates the human S1P3 receptor | Q99500 | S1P3 NFAT-BLA reporter cells, agonism, FRET ratio; relative to 1 µM S1P, basal subtracted | activation, % at 4.5 µM | 60,000 compounds, 0.1% hits | AID 373;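 active = activation above the screen-wide mean plus 3 SD, cut at about 4.5% in these data, passing the limit was not always enough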; also: some compounds called inactive have numbers as strong as hits
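Material: Human S1P3 NFAT-BLA reporter CHO cells | Incubation: Overnight plating, 4 h compound 37 °C, 2 h substrate RT | Signal: FRET β-lactamase substrate fluorescence, excitation 405 nm, 460/535 nm emission ratio, background-subtracted | Compound: 4.5 µM final, single dose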
AP complement: alternative pathway complement inhibition, orthogonal assay | Human serum alternative complement pathway, LPS-coated ELISA, C3 deposition; tested in compound mixtures | inhibition, % at 5 µM | 62,000 compounds, 0.08% hits;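 active = inhibition above 30% in each of the two pooled mixtures holding the compound, so the lower value exceeds 30%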;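 also: 0% = serum in Mg-EGTA without compound and 100% = EDTA serum blank; some compounds past the cut are filed as inactive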
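Assay system: Human serum alternative complement pathway, C3 deposition on LPS-coated wells | Incubation: 1 h serum-compound exposure at 37 °C | Doses: 5 µM per compound in ten-compound mixtures | Read-out: Percent inhibition | Technique: ELISA with HRP anti-human C3 antibody, TMB substrate, absorbance 450 nm | Replication: Two pool placements per compound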
5HT1E ag: 5-HT1E (human) receptor agonism | P28566 | CHO 5-HT1E Ga15 NFAT-bla reporter, FRET; 0% DMSO wells, 100% control agonist wells | activation, % at 6 µM | 65,000 compounds, 0.69% hits;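 active = activation above a set limit, the screen-wide mean activation plus 3 SD, cut at about 8.5% in these data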;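 also: 100% = positive control agonist at 1 µM giving full maximal response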
SF1 activator: activators of human nuclear receptor SF-1; Q13285; CHO-K1 Gal4-SF-1 LBD luciferase reporter; % increase over DMSO SF-1-specific signal; activation, % at 10 µM; 65,000 compounds, 1.9% hits; AID 522;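 active = activation above the mean activation of all tested compounds plus 3 SD, cut at about 50% in these data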
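Material: Gal4–SF-1 LBD one-hybrid luciferase reporter in CHO-K1 cells | Amount: 4,000 cells per well | Compound dosing: 10 µM single point, 1% DMSO | Schedule: 20 h compound treatment, 37 °C | Measured by: SteadyLite luciferase luminescence | Evaluation: Percent activation versus DMSO | Control set: DMSO-treated SF-1-transfected cells as negative, DMSO-treated mock-transfected cells lacking SF-1 as background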
5HT1a antag: 5-HT1a (human) receptor antagonism | 62,000 compounds, 0.68% hits | inhibition, % at 10 µM | AID 612 | P08908 | CHO 5-HT1a Ga15 NFAT-bla reporter, antagonist mode;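 active = inhibition above the mean of all tested compounds plus 3 SD, cut at about 43% in these data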;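 also: receptor stimulated by 5-CT agonist at 100 nM near EC80; beta-lactamase reporter measured by ratiometric fluorescence of a cleavable substrate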
RORA act: activates the human nuclear receptor RORA; CHO-K1 Gal4-RORA LBD luciferase reporter, luminescence; percent increase over mock-subtracted basal signal; 65,000 compounds, 1.5% hits; activation, % at 10 µM;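 active = activation above the mean of all tested compounds plus 3 SD, cut at about 49% in these data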;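 also: 0% = DMSO-treated RORA cells and 100% = added signal equal to DMSO minus mock-transfected cells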
Target sequence (P35398 whole entry, looked up, the tested form may be a part): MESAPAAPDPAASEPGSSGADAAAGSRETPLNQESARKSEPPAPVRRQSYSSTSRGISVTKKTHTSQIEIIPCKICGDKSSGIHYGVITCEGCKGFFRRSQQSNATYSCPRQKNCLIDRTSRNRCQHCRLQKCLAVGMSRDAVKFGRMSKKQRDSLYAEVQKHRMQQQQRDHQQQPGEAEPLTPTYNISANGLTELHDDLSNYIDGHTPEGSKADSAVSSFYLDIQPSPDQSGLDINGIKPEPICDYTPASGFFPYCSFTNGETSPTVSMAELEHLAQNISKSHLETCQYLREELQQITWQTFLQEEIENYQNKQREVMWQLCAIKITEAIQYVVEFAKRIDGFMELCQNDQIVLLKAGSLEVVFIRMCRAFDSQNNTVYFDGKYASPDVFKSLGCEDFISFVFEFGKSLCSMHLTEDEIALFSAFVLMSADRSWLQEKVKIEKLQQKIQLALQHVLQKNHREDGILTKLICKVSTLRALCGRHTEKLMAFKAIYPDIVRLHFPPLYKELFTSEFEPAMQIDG
Active calls of the source: *; nt = not tested or not shown. Rows are unselected; 7.1% or so of the library scored in one or more.

Values in the order: SF1 activator, tolC growth inh, 5HT1a antag, S1P1 ag pot, S1P3 ag, 5HT1E antag, AP complement, 5HT1E ag, RORA act
COc1cccc(C(c2nnnn2Cc2ccccc2)N2CCN(C(=O)c3ccco3)CC2)c1OC (centres undefined)
    7, 22, 6, 28, -0.8, -1, -3, -0.6, -23
C/C=C/c1ccc(Oc2nnnn2-c2ccc(C(=O)O)cc2)c(OC)c1
    4, 36, 11, 4, -0.4, -7, -2, 0.5, 8
CCOc1ccc(-c2nnn(CC(=O)Nc3cc(OC)ccc3OC)n2)cc1OCC
    16, -24, 3, -13, 0.0, 20, 4, 1.3, 16
C=CCn1c(SCC(=O)NCc2ccc3c(c2)OCO3)nnc1C1CCCCC1
    -12, 7, 17, -4, 1.0, 5, 17, -0.8, 13
Cc1cccn2c(=O)c3cc(C#N)c(=NC(=O)c4cccnc4)n(CC4CCCO4)c3nc12 (centres undefined)
    -8, 1, -29, -51, 0.6, -4, -5, 3.4, -8
Nc1c(C(=O)NCC2CCCO2)c2nc3ccccc3nc2n1/N=C/c1ccncc1 (centres undefined)
    11, 12, nt, 9, -1.8, -8, nt, -1.5, 4
Cc1cc(C)c2c(CN3CCN(CCO)CC3)cc(=O)oc2c1
    -7, -13, 10, 0, -1.2, -2, 19, -0.2, 0
O=C(c1cc2ccccc2cc1OCC(O)CN1CCCCC1)N1CCCCC1 (centres undefined)
    15, -4, 12, 19, -0.1, 9, 16, -0.5, 8
Cc1noc(C)c1C(=O)NC(C)C1CCCO1 (centres undefined)
    14, -8, -19, -22, 0.7, -4, 13, 0.4, 5
Cc1cc(C)c(S(=O)(=O)N(CC(=O)N2CCOCC2)C2CCCCC2)c(C)c1
    0, 13, -4, 0, -0.4, -13, 8, 0.4, 3
Cn1cccc1Cc1nnc(SCC(=O)Nc2cccc(F)c2)n1CCc1ccccc1
    17, 46, 14, 15, -0.2, -7, -1, 0.3, 6
CC1CC2(CC(C)(C(=O)CSc3n[nH]c(-c4ccccc4Cl)n3)OC2=O)C(=O)O1 (centres undefined)
    22, 4, 1, -43, -1.0, -6, 0, -0.8, -10
CCOc1cc(N2CCOCC2)c(OCC)cc1NC1=NCCCCC1
    0, -9, 4, -3, -1.1, 0, 19, -1.5, 2
CC(C)CNC(=O)c1cccc(NC(=O)C2CCCO2)c1 (centres undefined)
    16, -11, 17, -16, -0.2, 8, 10, 0.5, -8
Cc1cc(NC(=O)c2cc(-c3cccs3)nc3ccccc23)no1
    5, 12, 10, 13, -1.0, -7, 11, 0.9, 9
CCC(C)NC(=O)c1ccc(CS(=O)(=O)c2ccc(OC)cc2)o1 (centres undefined)
    3, -12, -10, 0, 0.0, 22, 5, 0.1, 32
Cn1c(=O)c2c(nc(CN3CCCCC3)n2CCc2ccccc2)n(C)c1=O
    16, -20, 19, 7, 0.3, -3, -18, 0.4, 9
Cc1nn(C)c(C)c1CNC(=O)c1cnn2c1NC(c1ccccc1)CC2C(F)(F)F (centres undefined)
    -6, 1, -3, 15, 0.1, 6, 11, -0.6, -8
CCN1CCN(C(=O)CN(c2ccc(C)cc2)S(C)(=O)=O)CC1
    -3, -26, -4, nt, nt, -1, 8, -0.2, 9
Cc1cc(C)c2cc(C#N)c(SCC(=O)NCC3CCCO3)nc2c1 (centres undefined)
    -9, -1, 7, 3, -1.9, 7, 10, -1.1, -12

Another view of some results above.
SMILES | SF1 activator | tolC growth inh | 5HT1a antag | S1P1 ag pot | S1P3 ag | 5HT1E antag | AP complement | 5HT1E ag | RORA act
CCOc1cc(N2CCOCC2)c(OCC)cc1NC1=NCCCCC1 | 0 | -9 | 4 | -3 | -1.1 | 0 | 19 | -1.5 | 2
CC(C)CNC(=O)c1cccc(NC(=O)C2CCCO2)c1 (centres undefined) | 16 | -11 | 17 | -16 | -0.2 | 8 | 10 | 0.5 | -8
Cc1cc(NC(=O)c2cc(-c3cccs3)nc3ccccc23)no1 | 5 | 12 | 10 | 13 | -1.0 | -7 | 11 | 0.9 | 9
CCC(C)NC(=O)c1ccc(CS(=O)(=O)c2ccc(OC)cc2)o1 (centres undefined) | 3 | -12 | -10 | 0 | 0.0 | 22 | 5 | 0.1 | 32
Cn1c(=O)c2c(nc(CN3CCCCC3)n2CCc2ccccc2)n(C)c1=O | 16 | -20 | 19 | 7 | 0.3 | -3 | -18 | 0.4 | 9
Cc1nn(C)c(C)c1CNC(=O)c1cnn2c1NC(c1ccccc1)CC2C(F)(F)F (centres undefined) | -6 | 1 | -3 | 15 | 0.1 | 6 | 11 | -0.6 | -8
CCN1CCN(C(=O)CN(c2ccc(C)cc2)S(C)(=O)=O)CC1 | -3 | -26 | -4 | nt | nt | -1 | 8 | -0.2 | 9

Continued:
Values in the order: SF1 activator, tolC growth inh, 5HT1a antag, S1P1 ag pot, S1P3 ag, 5HT1E antag, AP complement, 5HT1E ag, RORA act
O=C(CS(=O)(=O)c1cn(Cc2ccc(Cl)cc2)c2ccccc12)N1CCCC1
    10, 5, -2, 13, -0.5, -1, 14, 0.2, -27
CSc1nccc(Nc2ccccc2)c1C#N
    15, 21, 1, -20, 0.3, -4, -3, -0.4, 10
CCc1ccc(CNc2ccc(N3CCN(C(C)=O)CC3)cc2)cc1
    2, 11, 2, -6, -0.1, -2, nt, 0.3, 18
O=c1oc2ccccc2n1CCCOc1ccccc1
    57*, 3, -3, -19, 0.0, -9, 6, 0.7, 49*
Clc1ccc(C2=CSC3=NCCN23)cc1Cl
    -9, 3, -4, -13, 0.0, 0, 7, -1.0, -10
CCN(CC)C(=O)Cn1cnc2ccccc2c1=O
    -17, -7, -8, nt, 0.1, -2, 20, 0.7, -8
Cc1nc2c(o1)CCc1ccccc1C2O (centres undefined)
    10, 13, nt, -5, -5.1, 9, -13, -0.1, -24
COCCn1c(SCC(=O)c2ccc(CNC(C)=O)o2)nc2ccccc2c1=O
    15, 2, 3, 7, -0.8, 0, nt, 0.3, 16

Whole records from above:
Shown for `O=c1oc2ccccc2n1CCCOc1ccccc1` → SF1 activator = 57*; tolC growth inh = 3; 5HT1a antag = -3; S1P1 ag pot = -19; S1P3 ag = 0.0; 5HT1E antag = -9; AP complement = 6; 5HT1E ag = 0.7; RORA act = 49*
Shown for `CSc1nccc(Nc2ccccc2)c1C#N` → SF1 activator = 15; tolC growth inh = 21; 5HT1a antag = 1; S1P1 ag pot = -20; S1P3 ag = 0.3; 5HT1E antag = -4; AP complement = -3; 5HT1E ag = -0.4; RORA act = 10
